# PERK inhibitor – inhibitors of human PERK kinase. Q9NZJ5. CHO PERK-DD fusion, SEAP luminescence translation reporter. inhibition, % at 5.6 µM. 220,000 tested, 0.17% active;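 active = inhibition above the mean inhibition of all tested compounds plus 3 SD, set separately per screening campaign, cut at about 2.9% in these data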;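 also: PERK kinase domain activated by AP20187 dimerizer at 100 nM; 0% = DMSO with dimerizer and 100% = rapamycin at 8.4 µM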
# BaF3 tox – reduces parental Ba/F3 cell viability, JAK2V617F counter-screen | CellTiter-Glo ATP luminescence | inhibition, % at 5.6 µM | 220,000 tested, 1.1% active;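 active = inhibition above a per-campaign cutoff, the mean inhibition of all tested compounds plus 3 SD, cut at about 27% in these data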;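 also: 0% = DMSO wells and 100% = JAK Inhibitor I control wells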
# S1P4 ag – agonists of human S1P4 receptor; O95977; S1P4-expressing cell line, agonist reporter assay; activation, % at 4.98 µM; 220,000 tested, 0.35% active; AID 1509; in the data active = activation above about 11%;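 also: 0% = DMSO vehicle and 100% = reference agonist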
# Ba/F3 V617F tox – lowers viability of Ba/F3 cells expressing EpoR and JAK2V617F | ATP luminescence | 220,000 tested, 1.1% active | inhibition, % at 5.6 µM;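 active = inhibition above the campaign mean plus 3 SD over all tested compounds, cut at about 24% in these data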;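 also: cytokine-independent growth of Ba/F3 cells driven by EpoR plus mutant JAK2; 0% = DMSO-treated cells and 100% = JAK inhibitor I control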
# Wee1 stabilizer – inhibitors of human Wee1 degradation. HeLa Luc-Wee1K328M stability, luciferase luminescence; 100% = proteasome inhibitor MG132 effect. reporter increase, % at 5 µM. 220,000 tested, 1.2% active. AID 1321;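 active = activation above the mean of all tested compounds plus 3 SD, set per screening run, cut at about 8.8% in these data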;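 also: cells exposed to compound for 20 h before luminescence read; 0% = DMSO alone and 100% = MG132 at 30 µM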
# NPY-Y2 PAM-ag – potentiates or activates human NPY-Y2 receptor | 220,000 tested, 0.45% active | AID 1359 | activation, % at 3.6 µM | cells expressing NPY-Y2, potentiator/agonist read-out | P49146; in the data active = activation above about 27%;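 also: cells stimulated with NPY near EC25 plus isoproterenol at EC100; 0% = vehicle plus submaximal agonist and 100% = vehicle plus saturating agonist; some results beyond the cut were filed as inactive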
# eIF4E 4G PPI – eIF4E/eIF4G interaction inhibition in translation initiation; P63073+Q04637; TR-FRET eIF4E-eIF4GI(517-606) binding, 2 h; inhibition, % at 21.7 µM; 220,000 tested, 0.37% active; AID 782;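 active = inhibition above about 30%, limit read from the data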;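 also: 0% = full FRET control wells and 100% = background wells lacking eIF4GI fragment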
# S1P4 antag – human S1P4 receptor antagonism; S1P4-expressing cells, antagonist mode, reporter read-out; inhibition, % at 4.98 µM; 220,000 tested, 0.26% active; AID 1510; O95977; in the data active = inhibition above about 29%;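 also: 0% = wells stimulated with agonist and 100% = vehicle wells without agonist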
# Mdm2 ligase inh – inhibitors of human Mdm2 E3 ubiquitin ligase; signal enhancement, % at 5 µM; AID 1230; Q00987; 210,000 tested, 0.11% active; cell-based MDM2 ubiquitination luciferase reporter, 2 h; 0 = plate control, 100 = twice control, blank-subtracted;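 active = signal enhancement of 30% or more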;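 also: luminescence tracks abundance of the self-degrading MDM2-luciferase fusion protein; higher signal means inhibition of MDM2 E3 ligase activity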
#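 Material: Stable MDM2–luciferase fusion reporter cells | Amount: 2000 cells seeded into each well | Dosing: One concentration, 5 µM, with 0.2% DMSO | Incubation: 4 h cell settling then 2 h compound exposure, 37 °C | Measured by: Luciferase luminescence | Read-out basis: % enhancement relative to plate controls after blank subtraction | Benchmarks: Control and blank well means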
# Numbers without * were called inactive; & = joins results of further samples; [ ] = remark or other dose. Not a hit list; about 4.1% have a hit in one of these screens.
compound | PERK inhibitor | BaF3 tox | S1P4 ag | Ba/F3 V617F tox | Wee1 stabilizer | NPY-Y2 PAM-ag | eIF4E 4G PPI | S1P4 antag | Mdm2 ligase inh
CN(C)C(=O)CSc1nnc(-c2cccnc2)n1-c1ccccc1 | -0.1 | 4 | -2.4 | -1 | -2 | -2 | 4 | -17 | -20
CCOC(=O)c1cnc2c(-c3ccccc3)cnn2c1N | -0.1 | 1 | 0.8 | -2 | 2 | 9 | -2 | -4 | -40
CC(C)(C)OC(=O)NCCNC(=O)c1cccs1 | 0.0 | 0 | 0.5 | 3 | 2 | -2 | -2 | -1 | -15
O=C(CCN1C(=O)C2C3C=CC(C3)C2C1=O)N1CCN(c2cccc(Cl)c2)CC1 (stereo not drawn) | -0.4 | 4 | 0.1 | 2 | -2 | 4 | 2 | -27 | 1
O=C(O)CSc1nc(C(F)(F)F)cc(=O)n1-c1ccccc1 | 1.0 | 7 | -0.6 | -3 | 1 | 1 | 5 | 7 | -16
CCOC(=O)C(C)NC(=O)C(NC(=O)C1CCC(CC)CC1)C(C)C (stereo not drawn) | -0.2 | 6 | -0.7 | 0 | -2 | 0 | -1 | -27 | -26
NC(=O)/C(=C/c1ccco1)C(N)=S | 2.4 | 1 | 1.6 | -2 | 4 | -12 | -2 | 1 | 3
O=C(CCN1C(=O)C2C3CCC(C3)C2C1=O)Nc1ccc(Br)cc1 (stereo not drawn) | 1.0 | 11 | 0.5 | 1 | 0 | -1 | 1 | -17 | 3
CCn1c(-c2cc(-c3ccc(OC(C)C)cc3)nc3ccccc23)n[nH]c1=S | -1.8 | 1 | -1.2 | -1 | 1 | -9 | -3 | -12 | -7
O=C(NCC12CC3CC(C1)CC(CNC(=O)N1CCCC1)(C3)C2)N1CCCC1 | 0.4 | 4 | 0.6 | 0 | 0 | 10 | 3[fluorescence artefact?] | -16 | -4
O=C1C2C3C=CC(C3)C2C(=O)N1c1ccc(Cc2ccncc2)cc1 (stereo not drawn) | 0.1 | 6 | -0.1 | 1 | 2 | 7 | 8 | -16 | -28
CN(/C(=N\S(=O)(=O)c1ccccc1)c1ccccc1)c1ccc(O)cc1 | 0.5 | 4 | -0.3 | 1 | -1 | 6 | -2 | -6 | -1

compound | PERK inhibitor | BaF3 tox | S1P4 ag | Ba/F3 V617F tox | Wee1 stabilizer | NPY-Y2 PAM-ag | eIF4E 4G PPI | S1P4 antag | Mdm2 ligase inh
CCCOc1ccc(N2C(=O)CC(N3CCC(C(=O)OCC)CC3)C2=O)cc1 (stereo not drawn) | -0.5 | 3 | 2.3 | 1 | 4 | 3 | -12 | -12 | -6
O=C1N/C(=C\c2ccsc2)C(=O)N1Cc1ccc(F)cc1 | 0.5 | -2 | 0.8 | -6 | -2 | 0 | -1 | -18 | -4
CCc1ccc(-c2ccc(SCC(=O)NCC3CCCO3)nn2)cc1 (stereo not drawn) | -0.7 | 4 | 0.7 | 4 | 5 | -11 | 1 | -1 | -6
CCOc1c(Cl)cc(C2NC(=O)NC(C)=C2C(=O)NCc2ccccc2)cc1OC (stereo not drawn) | 0.3 | 3 | -0.3 | -3 | 2 | -1 | -2 | -4 | -2
CCc1c(C)nc2ncnn2c1N1CCC(C(=O)Nc2ccc(C)cc2)CC1 | -1.2 | 5 | 2.7 | -3 | 0 | 11 | -4 | -17 | -12
O=C(Cc1cc(=O)[nH][nH]1)N/N=C/C=C/c1ccccc1 | -0.9&-1.2 | 7&3 | -0.8&-0.3 | 3&5 | -2&-3 | -11&-3 | -1&16 | -5&-12 | -6&-2
c1ccc(CN2CCN(c3nc(NCc4ccco4)c4ccccc4n3)CC2)cc1 | -2.7 | 8 | -2.9 | 2 | 1 | -16 | 6 | -18 | -16
Cc1nc2ccc(N=NC3=C(O)CCCC3=O)cc2s1 | -0.1 | 4 | 2.0 | 4 | -3 | 3 | -4[fluorescence artefact?] | -2 | -17
Cc1nn(C)c2ncc(C(N)=O)c(Oc3cccnc3)c12 | 0.4 | -2 | 1.3 | -5 | -3 | 10 | 6 | 13 | -13
COc1ccc(-c2cn3cc(C)ccc3n2)cc1F | -0.8 | 8 | -3.7 | 6 | 1 | -33 | 3 | -3 | -70
CC(C)CCOC(=O)C(C)Sc1n[nH]c(=O)[nH]c1=O (stereo not drawn) | 2.2 | -3 | 1.8 | 2 | -1 | -6 | 1 | -2 | -4
Cc1cc(-c2ccc(Cl)cc2)c(C#N)c(N)n1 | 0.3 | 2 | -2.2 | 0 | 3 | 6 | -35[fluorescence artefact?] | -16 | -11

compound | PERK inhibitor | BaF3 tox | S1P4 ag | Ba/F3 V617F tox | Wee1 stabilizer | NPY-Y2 PAM-ag | eIF4E 4G PPI | S1P4 antag | Mdm2 ligase inh
COc1ccc(CCNC(=O)CSc2ccc(-c3cccs3)nn2)cc1OC | 1.3 | -2 | -0.1 | -4 | 8 | -2 | 8 | -5 | -17
O=C(CSc1nnc(-c2cccnc2)o1)NNC(=O)c1ccc(Br)cc1 | 1.5 | 0 | 2.2 | -2 | 0 | -5 | 0 | -20 | 0
Cc1cc2ncn(CCOc3ccccc3)c2cc1C | 0.1 | 8 | 1.5 | 3 | 1 | -28 | 5 | 0 | -10
Cc1cc(C)c2c(=O)[nH]n(C3CCOC(C)(C)C3)c2n1 (stereo not drawn) | 1.9 | 5 | -0.5 | -2 | 0 | -4 | 4 | -10 | -10
CCNC(=S)N1CCc2ccccc2C1 | -0.5 | 4 | 1.8 | -2 | -1 | 15 | 0 | -34 | -1
COc1cccc(Cn2c(=S)[nH]c3ccc(N4CCOCC4)cc3c2=O)c1 | -0.8 | 7 | -0.3 | -1 | 3 | 11 | 1 | -7 | -2
CCOC(=O)C1=C(C)N(C)C(=O)NC1c1cccc(O)c1 (stereo not drawn) | -0.2 | 0 | 0.6 | -3 | -2 | 3 | -2[fluorescence artefact?] | -2 | -9
CC/C(=N/Nc1ccccc1Cl)c1cnnc(-c2ccccc2)n1 | 1.8 | 2 | -3.4 | -2 | 1 | -7 | 2[fluorescence artefact?] | -10 | 0
Cc1ccc(S(=O)(=O)NC(=O)Nc2c(C)n(C)n(-c3ccccc3)c2=O)cc1 | 1.6 | 4 | -0.2 | 6 | 1 | -18 | -3 | 11 | -6
CCOC(=O)c1ccc(NC(=O)N2CCN(c3cccc(OC)c3)CC2)cc1 | -0.5 | 1 | -1.2 | 0 | 4 | 17 | 1 | -9 | -7
CCc1cc(=O)oc2cc(C)cc(OC(C)C(=O)O)c12 (stereo not drawn) | 1.5 | 5 | 0.6 | 1 | -2 | 0 | 10 | -11 | -6
CC(=O)c1ccc2noc(-c3cccc(C)c3)c2c1 | 1.3 | 5 | 0.8 | 3 | -5 | 0 | 4 | 9 | 12

compound | PERK inhibitor | BaF3 tox | S1P4 ag | Ba/F3 V617F tox | Wee1 stabilizer | NPY-Y2 PAM-ag | eIF4E 4G PPI | S1P4 antag | Mdm2 ligase inh
Cc1cccc(Nc2nc(-c3ccccn3)cs2)n1 | -2.7 | 5 | 2.7 | 0 | 1 | -8 | 13 | 2 | -40
Cc1ccc(C(=O)NNC(=S)NC(=O)c2ccc(Cl)cc2Cl)cc1 | 1.4 | 1 | 0.9 | -5 | -2 | -4 | 6 | -4 | -12
COc1ccc(CC(C#N)(CO)c2nc3ccccc3[nH]2)cc1 (stereo not drawn) | 0.1 | 3 | -0.8 | -4 | -3 | 7 | 2[fluorescence artefact?] | -9 | -6
O=C(NC1CCCC1)C(c1ccc(Cl)cc1)N1CCN(C2CCCCC2)CC1 (stereo not drawn) | -1.0 | 2 | -0.3 | 0 | -1 | -2 | -1 | 4 | -11
CC(C)C[C@H](NC(=O)c1ccc(OC2CCN(C(=O)C3CC3)CC2)cc1)C(N)=O | 2.1 | 8 | -1.0 | 0 | 5 | -14 | 0 | -15 | -5
CCN(CC)S(=O)(=O)c1ccc(C(=O)N(c2ccccc2)C2C=CS(=O)(=O)C2)cc1 (stereo not drawn) | -0.4 | 1 | -1.5 | 1 | 2 | 5 | 5 | 1 | -3
COc1ccc(CNC(=O)Cn2ncn3cccc3c2=O)cc1 | 0.7 | 6 | 2.5 | -3 | -1 | -9 | -2 | -18 | -17
CCOc1ccc(NC(=O)CSc2nnc(COc3c(C)cccc3C)o2)cc1 | 0.1 | -3 | 1.9 | -4 | -3 | -6 | -1 | -4 | -8

# Molecules from the list above containing an aryl methoxy group (7):
compound | PERK inhibitor | BaF3 tox | S1P4 ag | Ba/F3 V617F tox | Wee1 stabilizer | NPY-Y2 PAM-ag | eIF4E 4G PPI | S1P4 antag | Mdm2 ligase inh
CCOc1c(Cl)cc(C2NC(=O)NC(C)=C2C(=O)NCc2ccccc2)cc1OC (stereo not drawn) | 0.3 | 3 | -0.3 | -3 | 2 | -1 | -2 | -4 | -2
COc1ccc(-c2cn3cc(C)ccc3n2)cc1F | -0.8 | 8 | -3.7 | 6 | 1 | -33 | 3 | -3 | -70
COc1ccc(CCNC(=O)CSc2ccc(-c3cccs3)nn2)cc1OC | 1.3 | -2 | -0.1 | -4 | 8 | -2 | 8 | -5 | -17
COc1cccc(Cn2c(=S)[nH]c3ccc(N4CCOCC4)cc3c2=O)c1 | -0.8 | 7 | -0.3 | -1 | 3 | 11 | 1 | -7 | -2
CCOC(=O)c1ccc(NC(=O)N2CCN(c3cccc(OC)c3)CC2)cc1 | -0.5 | 1 | -1.2 | 0 | 4 | 17 | 1 | -9 | -7
COc1ccc(CC(C#N)(CO)c2nc3ccccc3[nH]2)cc1 (stereo not drawn) | 0.1 | 3 | -0.8 | -4 | -3 | 7 | 2[fluorescence artefact?] | -9 | -6
COc1ccc(CNC(=O)Cn2ncn3cccc3c2=O)cc1 | 0.7 | 6 | 2.5 | -3 | -1 | -9 | -2 | -18 | -17

# Source: PubChem BioAssay (several laboratories)
